High-throughput results: PubChem, NCI
NCI-60 one-dose screen, 48 h, at 10 µM unless noted. Numbers give growth in % (100 = growth as untreated, 0 = no growth, -100 = all killed).
MDA-MB-231: MDA-MB-231 breast cancer; 81,000 tested, 5% active; AID 1794789
RPMI-8226: RPMI-8226 leukemia cells. 77,000 tested, 7.5% active
MCF7: MCF7 breast cancer. 82,000 tested, 6.3% active
MOLT-4: MOLT-4 leukemia cells. AID 1794779. 80,000 tested, 6.9% active
MDA-MB-468: MDA-MB-468 breast cancer. 78,000 tested, 8.5% active. AID 2202374
K-562: K-562 leukemia; 78,000 tested, 7.4% active; AID 1794777
CCRF-CEM: CCRF-CEM leukemia | AID 1794778 | 77,000 tested, 7% active
SR: SR leukemia cells | 73,000 tested, 8.7% active
The depositor's hits bear a star; . = not tested or not shown; & = joins results of further samples. How the source made its calls: active means growth percent below 10; inactive means the rest. No enrichment for hits; 14% or so of the library scored in one or more.

mol	MDA-MB-231	RPMI-8226	MCF7	MOLT-4	MDA-MB-468	K-562	CCRF-CEM	SR
CCn1cc(-c2ccnc(NCCCNS(=O)(=O)c3ccc(Br)cc3)c2)c(-c2cccc(O)c2)n1	82	33	.	39	75	16	42	40
CCCNC(=S)/N=C\c1c(O)c2ccccc2oc1=O	99	112	93	95	105	107	109	86
CC(C(N)=O)N1CCN(c2ccc(Cl)cc2)CC1 (configuration not stated)	103	95	103	106	100	82	94	115
O=c1[nH]c2ccccc2c(O)c1/C=N/C(=S)NCCc1ccccc1	113	108	101	93	123	85	104	84
O=C(Nc1cc(Cl)ccc1O)c1ccccc1Nc1ccnc(C(F)(F)F)c1	30	-21*	9.0*	-25*	13	0.9*	-2.4*	-26*
O=C(Cc1ccc(/C=C/C(=O)c2ncccn2)cc1)Nc1ccccc1	91	96	95	92	106	81	86	38
Cc1ccc(-c2csc(N/N=C/c3c(C)nn(-c4ccccc4)c3-n3ccnc3)n2)cc1	76	.	86	63	66	56	78	73
CC1=C2CCCCC2COC1=O (configuration not stated)	102	104	87	.	101	.	98	.
CC(C)=CCC/C(C)=C/COc1ccc2ccc(=O)oc2c1	89	85	89	80	93	86	90	90
Fc1ccc(/C=N\N=C(N/N=C/c2ccc(F)cc2)N/N=C/c2ccc(F)cc2)cc1	95	100	84	84	.	.	56	.
O=C(CCn1cc[n+](CC(=O)c2ccc(-c3ccccc3)cc2)c1)Nc1cccc2cccnc12	65	34	58	84	-17*	46	78	80
O=C(Nc1ccc(F)cc1)N1CCN(c2cc(-c3cn(-c4ccccc4)nc3-c3cccc(O)c3)ccn2)CC1	80	52	85	51	78	72	71	71

A draw from above in order of molecular weight, falling.
mol	MDA-MB-231	RPMI-8226	MCF7	MOLT-4	MDA-MB-468	K-562	CCRF-CEM	SR
CCn1cc(-c2ccnc(NCCCNS(=O)(=O)c3ccc(Br)cc3)c2)c(-c2cccc(O)c2)n1	82	33	.	39	75	16	42	40
Cc1ccc(-c2csc(N/N=C/c3c(C)nn(-c4ccccc4)c3-n3ccnc3)n2)cc1	76	.	86	63	66	56	78	73
O=c1[nH]c2ccccc2c(O)c1/C=N/C(=S)NCCc1ccccc1	113	108	101	93	123	85	104	84
O=C(Cc1ccc(/C=C/C(=O)c2ncccn2)cc1)Nc1ccccc1	91	96	95	92	106	81	86	38
CC(C)=CCC/C(C)=C/COc1ccc2ccc(=O)oc2c1	89	85	89	80	93	86	90	90
CCCNC(=S)/N=C\c1c(O)c2ccccc2oc1=O	99	112	93	95	105	107	109	86

Later entries.
mol	MDA-MB-231	RPMI-8226	MCF7	MOLT-4	MDA-MB-468	K-562	CCRF-CEM	SR
COc1cc(-c2nc(SCCC(C)C)nc(Nc3ccc(F)c(Cl)c3)c2C#N)cc(OC)c1OC	80	.	94	89	102	95	94	64
CC(=NC(C)CC(C)C)c1ccc(C)cc1 (configuration not stated)	102	100	95	126	105	132	98	131
COc1cc(C2=C(c3cn(C)c4ccccc34)COC2=O)cc(OC)c1OC	23	15	15	12	16	6.2*	8.9*	8.2*
O=C1Nc2ccc(F)cc2C12OC2c1cccc([N+](=O)[O-])c1 (configuration not stated)	96	94	93	102	119	107	99	95
COc1c(N2CCNC(C)C2)c(F)cc2c(=O)c(C(=O)O)cn(C3CC3)c12 (configuration not stated)	83	121	.	115	97	111	122	.
c1ccc2c(-c3cn4ccnc4c(-c4ccc5ncn(C6CCCCC6)c5c4)n3)cccc2c1	79	77	87	55	90	69	83	93
Cc1ccc(-n2nc(C#N)c(N3CCOCC3)n2)cc1	104	98	92	100	104	108	101	109
O=C(C[n+]1ccc2ccccc2c1)c1ccc(O)c(O)c1	98	103	105	105	93	95	98	109
O=C(COc1ccc(/C=C2\C(=O)Nc3ccc(Cl)cc32)cc1)Nc1ccc(Cl)cc1	77	69	56	56	88	28	47	45
CC1(C)CC(C)(C#N)CC2(C1)OCCO2 (configuration not stated)	106	106	101	98	111	101	105	.
CN(NC(=O)C1CCC(=O)N1)c1ccccc1 (configuration not stated)	114	108	100	106	106	105	105	107
C=CCOc1c(OC)cccc1OC	100	97	99	104	105	119	99	91

Compound profiles, from the list above:
`Cc1ccc(-c2csc(N/N=C/c3c(C)nn(-c4ccccc4)c3-n3ccnc3)n2)cc1` is entered as MDA-MB-231: 76; RPMI-8226: .; MCF7: 86; MOLT-4: 63; MDA-MB-468: 66; K-562: 56; CCRF-CEM: 78; SR: 73
`O=C(Nc1cc(Cl)ccc1O)c1ccccc1Nc1ccnc(C(F)(F)F)c1` is entered as MDA-MB-231: 30; RPMI-8226: -21*; MCF7: 9.0*; MOLT-4: -25*; MDA-MB-468: 13; K-562: 0.9*; CCRF-CEM: -2.4*; SR: -26*

Going on with the list:
mol	MDA-MB-231	RPMI-8226	MCF7	MOLT-4	MDA-MB-468	K-562	CCRF-CEM	SR
O=C1CCC(c2ccccc2)CC1	119	97	92	.	114	109	100	.
NS(=O)(=O)c1ccc(Nc2nc(N/N=C/c3cccc4ccccc34)nc(Nc3ccccc3)n2)cc1	95	48	54	16	97	58	18	34
Cc1ccc(-n2nc(C#N)c(N3CCCC3)n2)cc1	89	107	93	88	116	108	107	.
Cc1cccc(-c2cc(O)c(C(=O)N3CCOCC3)s2)c1	57	42	19	22	14	.	35	25
CCCCCCCCCCCCCCCCC/C(=N\Nc1ccc([N+](=O)[O-])cc1[N+](=O)[O-])c1ccc(Cl)cc1	104	107	107	104	106	103	103	.
Cc1[nH]c(=O)[nH]c(=O)c1NC(=O)c1ccccc1[N+](=O)[O-]	116	103	97	99	105	103	101	92
CCCCCCCCC[N+]12CC[N+](CCCCCCCCC)(CC1)CC2	104	96	88	84	86	107	102	85
COc1ccc(C(=O)NN/C=N\c2oc(-c3ccc(OC)cc3)cc2C#N)cc1	94	92	96	97	110	94	100	94
COc1ccc(Nc2ncccc2NC(=O)c2cn(Cc3ccc(F)cc3)nn2)cc1	90	99	92	97	96	106	108	94
CN(C)c1ccc(/C=N/NC(N)=S)nc1	68	48	25	46	50	84	36	34
COc1ccc(C2(C=O)NC(=O)NC2=O)cc1 (configuration not stated)	.	113	97	116	107	115	81	.
Cc1cc(C)c2c(N)c(-c3nc4cccc(Cl)c4o3)sc2n1	96	115	77	96	105	95	102	81
COc1ccc2c(c1)/C(=C/c1ccc(OCC(=O)Nc3ccccc3)cc1)C(=O)N2	102	101	86	101	94	93	96	92
Nc1ccc2c(c1)Cc1cc(F)ccc1-2	74	92	53	99	101	107	83	96
CC1(C)CN=C(c2ccccc2)NC1	113	.	104	97	101	104	96	107
O=C(Cn1c(=O)[nH]c2ccccc2c1=O)NCC(=O)NNC(=S)Nc1ccccc1	.	88	96	105	96	98	91	.
Cc1ccc2[nH]c(=O)c3c(c2c1)OC(N)=C(C#N)C31C(=O)c2cccc3cccc1c23 (configuration not stated)	87	98	88	88	95	88	95	93
Cc1ccc(C(F)(F)F)cc1N1CCN(C(=O)[C@H]2C[C@H]2c2cccc(S(F)(F)(F)(F)F)c2)CC1	72	48	74	42	48	55	79	51
Cc1nc(-c2ccccc2)sc1CC#N	116	109	102	94	104	94	102	92
COc1ccc2c(c1)/C(=N\N=C\c1ccc(OC)c(OC)c1)C(=O)N2	91	102	91	.	102	.	96	.
O=C(CSc1nc2sc3c(c2c(=O)n1-c1ccc(Cl)cc1)CCCC3)NN1C(=O)CCC1=O	96	99	89	100	114	91	99	90
C/C(=N\Nc1ccccc1)c1sc(Nc2ccccn2)nc1C	110	138	93	.	106	.	113	.
O=C(Oc1c(Cl)cc(Cl)cc1[N+](=O)[O-])c1ccc(Cl)cc1	108	109	95	91	104	93	97	.
COc1cc2oc3c(C)c(=O)cc4oc(-c5ccccc5)cc(c2c2c1CCC(c1ccccc1)O2)c43 (configuration not stated)	.	116	71	111	134	102	101	.

Laid out differently: results already given
Structure: Cc1ccc2[nH]c(=O)c3c(c2c1)OC(N)=C(C#N)C31C(=O)c2cccc3cccc1c23 (configuration not stated)
  MDA-MB-231 = 87 | RPMI-8226 = 98 | MCF7 = 88 | MOLT-4 = 88 | MDA-MB-468 = 95 | K-562 = 88 | CCRF-CEM = 95 | SR = 93
Structure: Cc1ccc(C(F)(F)F)cc1N1CCN(C(=O)[C@H]2C[C@H]2c2cccc(S(F)(F)(F)(F)F)c2)CC1
  MDA-MB-231 = 72 | RPMI-8226 = 48 | MCF7 = 74 | MOLT-4 = 42 | MDA-MB-468 = 48 | K-562 = 55 | CCRF-CEM = 79 | SR = 51
Structure: Cc1nc(-c2ccccc2)sc1CC#N
  MDA-MB-231 = 116 | RPMI-8226 = 109 | MCF7 = 102 | MOLT-4 = 94 | MDA-MB-468 = 104 | K-562 = 94 | CCRF-CEM = 102 | SR = 92
Structure: COc1ccc2c(c1)/C(=N\N=C\c1ccc(OC)c(OC)c1)C(=O)N2
  MDA-MB-231 = 91 | RPMI-8226 = 102 | MCF7 = 91 | MOLT-4 = . | MDA-MB-468 = 102 | K-562 = . | CCRF-CEM = 96 | SR = .

Following part:
Values run as follows: MDA-MB-231, RPMI-8226, MCF7, MOLT-4, MDA-MB-468, K-562, CCRF-CEM, SR
> O=C1c2cccc3cccc(c23)C(=O)N1CNc1ccc(Cl)cc1
→ 104, 102, 89, 84, 95, 59, 103, 82
> CCCCCN(CCCCC)CCCCCCCCCCN1CCCc2ccccc21
→ 71, 81, 68, 93, 77, 95, 85, 77
> CCCCNC(=O)NS(=O)(=O)c1ccc(C)cc1
→ 115&92&113, 95&109&108, 107&97&111, 95&99&98, 105&119&104, 91&94&100, 98&108&97, 96&105&104
> CCCCCCCCCCCCCCCCCCSC1=CC(=O)c2ccccc2C1=O
→ 100, 66, 95, 65, 95, 61, 82, 130
> CN1C(=O)N(C)C2Nn3c(s/c(=C\c4ccc(C(F)(F)F)cc4)c3=O)=NC21 (configuration not stated)
→ 92, 106, 92, 106, 98, 93, 101, 97
> NNC(=O)[C@H]1O[C@@H](n2cnc3c(=O)[nH]c(N)nc32)[C@H](O)[C@@H]1O
→ 108, 104, 99, 102, 105, 102, 107, 115
> CCOC(=O)c1c(NC(C)=O)sc2c1CCN(C(=O)OC(C)(C)C)C2
→ 99, 87, 85, 98, 89, 95, 107, 89
> O/N=C\c1cc(-c2ccc(F)cc2)on1
→ 106, 105, 98, 109, 103, 92, 106, 97
> O=C(OCCOC(=O)N1CCOCC1)N1CCOCC1
→ 109, 101, 98, 99, 110, 98, 104, 100
> C(=N\Nc1nnc2n1N=C(c1ccccc1)CS2)/c1ccccc1
→ 111, 98, 93, 105, 102, 95, 96, 108
> Cn1nc(-c2ccccc2)c(C#N)c1Nc1ccccc1
→ 93, 101, 107, 81, 108, 87, 103, .
> O=C(O)c1ccc(Cl)c([N+](=O)[O-])c1
→ 115, 103, 100, 101, 104, 104, 98, 102
> CNC(=O)c1cc(-n2ccc3cc(NC(=O)c4ccc(Cl)c(Cl)c4)ccc32)ccn1
→ 82, ., 79, 97, 83, 90, 102, 71
